MBNL1 CUG block: qHTS Assay for Inhibitors of MBNL1-poly(CUG) RNA binding; Muscleblind-like protein 1 (Homo sapiens), Q9NR56; TR-FRET MBNL1-His/biotin-(CUG)12 binding, 665/545 ratio; Potency, µM (highest dose often 57.5 µM), for the others: at the top dose activity change, negative = inhibition, usual class: inhibitors; 280,000 compounds, 0.036% hits; active means well fitted inhibition curve with a large enough effect in the signal ratio, with a control signal flat, not every such curve was filed as active; inconclusive means small, poorly fitted or top-dose-only effect, or effect the other way, or a change in a side signal; inactive means no such curve, though single readings can be large or run the other way; the % refers to the signal ratio; further: potency means the concentration at half of the fitted maximal effect; on the % scale 0 is the no-effect control and ±100 the full control effect
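Ratiometric TR-FRET (665 over 545 nm, excitation 340 nm) tracks disruption of MBNL1-His/biotin-(CUG)12 complex after 60 min at room temperature, with compounds at 92 nM to 58 uM final.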
KCNH2 3.1 inh: qHTS for Inhibitors of KCHN2 3.1: Mutant qHTS | Potassium voltage-gated channel subfamily H member 2, brain isoform KCNH2 3.1 (human) | U2OS KCNH2 3.1, thallium flux FluxOr; hits give low values | activity change, % (tested at about 1.8 µM) | 340,000 compounds, 0.95% hits;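 active means maximum activity change below -70%; inconclusive means maximum activity change from -70% to -50%; inactive means maximum activity change above -50%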;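 further: thallium influx rate constant from kinetic fluorescence after stimulation buffer; on the % scale 0 is the no-effect control and ±100 the full control effect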
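We transduce U2OS cells with the mutant 3.1 virus, culture them overnight, load FluxOr with Red40 quencher for 45 min, then add stimulation buffer and read kinetically for 2 min to derive a normalized rate constant.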
TRPV1 ag: HTS Assay for Compounds that Act as Agonists of the Vanilloid Receptor 1; activation, % at 8.33 µM; Transient receptor potential cation channel subfamily V member 1 (Homo sapiens), Q8NER1; 320,000 compounds, 0.19% hits; AID 540275, 2011; TRPV1-expressing cells, Fluo-8 calcium influx, agonist mode; in the data active means activation above about 80%; inconclusive means between about 30% and that limit; further: 0% is about no effect
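Cells expressing TRPV1 were dye-loaded with Fluo-8 and read kinetically: 10 s baseline, 3 min after compound (agonist portion), then 2 min after EC20 capsaicin (allosteric enhancer portion). Calcium-bound dye fluorescence at 480/520 nm.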
CXXC DNA block: qHTS Fluorescence Polarization Assay for Inhibitors of MLL CXXC domain - DNA interaction; Histone-lysine N-methyltransferase 2A (Homo sapiens), Q03164; MLL-CXXC / FITC-HOXA9 DNA fluorescence polarization; Potency, µM (top dose mostly 115 µM), for inactives: at the highest dose activity change, negative = inhibition, actives largely listed as inhibitors; 290,000 compounds, 0.037% hits; AID 2662, 2010; active means well fitted inhibition curve with a large enough effect in the polarisation, with a control signal flat, not every such curve was filed as active; inconclusive means small, poorly fitted or top-dose-only effect, or effect the other way, or a change in a side signal; inactive means no such curve, though single readings can be large or run the other way; the % refers to the polarisation; further: potency means the concentration at half of the fitted maximal effect
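Fluorescence polarization: 7 uM MLL-CXXC (stock) preincubated 5 min with compounds, then 50 nM fluorescein-HOX-A9 DNA (stock) added; 30 min ambient. Buffer 50 mM Tris-HCl pH 7.5, 50 mM NaCl, 1 mM DTT, 0.05% BSA.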
Coupling enz: qHTS Assay for Inhibitors of Fructose-1,6-bisphosphate Aldolase from Giardia Lamblia: Coupling assay counterscreen | 290,000 compounds, 0.67% hits | activity change, negative = inhibition, % at 58.2 µM, hits read low | coupling enzyme system counterscreen, AmpLite Red fluorescence | AID 2472, 2010; in the data active means activity change below about -30%; further: on the % scale 0 is the no-effect control and ±100 the full control effect
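Counterscreen lacking aldolase: glyceraldehyde-3-phosphate coupling-enzyme reagent preincubated 10 min at RT with compound (at 57.5 uM final), then substrate/coupling system with AmpLite Red added; fluorescence read at 525/598 nm after 20 min RT.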
AT treatment: qHTS Assay for Identifying a Potential Treatment of Ataxia-Telangiectasia. […] A-T fibroblasts, KAP-1 phosphorylation AlphaLISA; neocarzinostatin DNA damage 30 min before lysis. 320,000 compounds, 0.19% hits. AID 485349, 2010. Potency, µM (series often up to 57.5 µM), for inactives: at the top dose activation, usual class: activators; further: potency means the concentration at half of the fitted maximal effect; % of control where 0% means no effect; nearly all actives have a fitted effect of over 45% in size
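hTERT-immortalized A-T patient fibroblasts ([…]), 500 cells/well in OPTI-MEM, 1% FBS, got compounds for 60 min, then NCS for 30 min at 37C. Lysates were then assayed for phospho-KAP-1 by AlphaLISA (anti-pKAP1 donor, anti-KAP1 acceptor beads), 6 hr at 25C.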
ASM inhibitor: Inhibitors of Secretory Acid Sphingomyelinase (S-ASM): qHTS | Potency, µM (titrated, usually from 57.5 µM), for inactives: at the top dose activity change, negative = inhibition, actives largely listed as inhibitors | Sphingomyelin phosphodiesterase (Homo sapiens), P17405 | placental ASM, HMU-PC fluorogenic substrate, 60 min | 340,000 compounds, 0.006% hits; further: potency means the concentration at half of the fitted maximal effect
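Human placenta-derived ASM preincubated with compound 10 min at room temperature, then reacted with 9 uM (final) fluorogenic HMU-PC substrate for 60 min at 37 C. Stop solution raises pH to 10; fluorescence read at Ex 386/Em 447 nm.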
Integrin act MD: qHTS for Activators of Integrin-Mediated Alleviation for Muscular Dystrophy; alpha7betagal myoblasts, beta-gal FDG fluorescence, 48 h; Potency, µM (titrated, usually from 38.3 µM), for inactives: at the highest dose activation, actives largely listed as activators; 350,000 compounds, 0.064% hits;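 further: potency means the concentration at half of the fitted maximal effect; 100% = response of the positive control SU9516; nearly all actives have a fitted effect of over 60% in size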
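Alpha7betagal+/- myoblasts (passage 13) were plated 16-24 hr, then exposed to compounds (1:260 dilution of DMSO stock) for 48 hours at 37C. After MPER lysis, β-galactosidase reporter activity was read as FDG fluorescence (ex 480/em 540) after 30 minutes.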
GALK inhibitor: qHTS Assay for Inhibitors of Human Galactokinase (GALK); P51570; Purified GALK, Kinase-Glo residual ATP luminescence; Potency, µM (top dose mostly 57.5 µM), without a hit: at the highest dose activity change, negative = inhibition, actives largely listed as inhibitors; 270,000 compounds, 0.007% hits; further: potency means the concentration at half of the fitted maximal effect; on the % scale 0 is the no-effect control and ±100 the full control effect
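Quantitative HTS: GALK 5 nM, ATP 35 uM, galactose 100 uM, 1 h room temperature, then luciferase-based ATP detection.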
KCNH2 WT inh: qHTS for Inhibitors of KCHN2 3.1: Wildtype qHTS. Voltage-gated inwardly rectifying potassium channel KCNH2 (Homo sapiens), Q12809. 340,000 compounds, 0.37% hits. U2OS, BacMam KCNH2, thallium flux FluxOr; hits give low values. activity change, % at 1.84 µM;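 active means maximum activity change below -70%; inconclusive means maximum activity change between -70% and -50%; inactive means maximum activity change above -50%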; further: on the % scale 0 is the no-effect control and ±100 the full control effect
Target sequence (Q12809 whole entry, looked up): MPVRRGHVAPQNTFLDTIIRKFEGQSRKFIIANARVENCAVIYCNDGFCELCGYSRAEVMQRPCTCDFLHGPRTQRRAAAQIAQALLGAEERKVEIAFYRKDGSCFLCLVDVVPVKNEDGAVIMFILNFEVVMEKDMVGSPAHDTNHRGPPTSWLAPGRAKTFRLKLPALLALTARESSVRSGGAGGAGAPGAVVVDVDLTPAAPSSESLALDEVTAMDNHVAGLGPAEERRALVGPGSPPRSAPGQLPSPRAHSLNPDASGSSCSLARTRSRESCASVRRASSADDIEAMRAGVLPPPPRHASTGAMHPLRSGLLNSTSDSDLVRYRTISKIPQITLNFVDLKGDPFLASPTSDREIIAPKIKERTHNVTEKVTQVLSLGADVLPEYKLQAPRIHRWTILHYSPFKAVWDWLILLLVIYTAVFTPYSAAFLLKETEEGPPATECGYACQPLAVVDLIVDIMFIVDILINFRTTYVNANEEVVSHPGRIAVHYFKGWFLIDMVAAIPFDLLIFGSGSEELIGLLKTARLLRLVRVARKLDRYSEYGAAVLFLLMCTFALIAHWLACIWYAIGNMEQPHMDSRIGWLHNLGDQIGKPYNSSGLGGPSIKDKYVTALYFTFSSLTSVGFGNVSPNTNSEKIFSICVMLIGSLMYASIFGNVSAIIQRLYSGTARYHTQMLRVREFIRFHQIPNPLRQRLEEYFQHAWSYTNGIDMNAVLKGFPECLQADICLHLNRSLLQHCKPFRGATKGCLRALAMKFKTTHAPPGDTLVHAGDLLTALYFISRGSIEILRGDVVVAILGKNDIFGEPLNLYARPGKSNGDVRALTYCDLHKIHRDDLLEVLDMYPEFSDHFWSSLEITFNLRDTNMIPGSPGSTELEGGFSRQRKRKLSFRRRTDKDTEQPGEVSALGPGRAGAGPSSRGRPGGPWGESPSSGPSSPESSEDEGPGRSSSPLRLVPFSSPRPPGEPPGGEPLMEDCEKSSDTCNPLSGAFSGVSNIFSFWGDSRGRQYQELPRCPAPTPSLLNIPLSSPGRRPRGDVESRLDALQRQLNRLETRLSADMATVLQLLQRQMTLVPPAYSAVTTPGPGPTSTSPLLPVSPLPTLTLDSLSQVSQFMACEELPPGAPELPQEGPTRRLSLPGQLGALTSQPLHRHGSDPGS
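U2OS cells were transduced with wild-type KCNH2 virus (2.03 x 10^8 / mL) for 4 h at room temperature, then cultured overnight at 37 C. Thallium flux was read with FluxOr dye. Rate constants were normalized to DMSO controls.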
* = called active by the depositor; ? = inconclusive; . = not tested or not shown; [ ] = another dose, or the depositor's remark. Unless noted, the call rests on the fitted dose curve; in most records, active means well fitted curve in the direction sought with a large enough effect; inconclusive means small, poorly fitted or top-dose-only effect, or another doubt; inactive means no such curve, though single readings can be large; an effect the other way counts as inactive or inconclusive. An unsorted share of the library. Share with any hit: about 2%.

nr | smiles | MBNL1 CUG block | KCNH2 3.1 inh | TRPV1 ag | CXXC DNA block | Coupling enz | AT treatment | ASM inhibitor | Integrin act MD | GALK inhibitor | KCNH2 WT inh
1 | Nc1n[nH]c(C2CC2)c1N=Nc1ccc(Cl)cc1 | 2% | 16 | 25 | -6% | -1 | 1% | -7% | -45%[inhibitor] | . | 7
2 | O=c1c2cnn(-c3ccccc3)c2nc(-c2ccco2)n1-c1ccccc1 | -12% | -10 | 9 | 9% | 2 | -6% | -3% | -16%[7.66 µM] | 0% | -14
3 | CCn1c(=S)sc2c(=O)n(CC(=O)Nc3cc(OC)ccc3OC)c(C)nc21 | -10% | 2 | 0 | 6% | 3 | -7% | -14% | -6% | 6% | 0
4 | COc1ccccc1C=NNC(=O)C(=O)NN=Cc1ccccc1OC | . | 15 | . | . | . | . | 15% | 39% | . | -5
5 | COc1ccc(/C=C/C(=O)Nc2ccc(N3CCOCC3)cc2)cc1 | 7% | 13 | ? | -1% | 1 | 6% | -2% | 15% | . | 2
6 | CC(=O)/C(=N/Nc1ccccc1Cl)Sc1nnc(C(O)c2ccccc2)n1-c1ccccc1 (stereo not given) | 8% | -3 | 0 | 15% | 0 | 4% | 4% | 3% | 1% | -24
7 | O=C(NNS(=O)(=O)c1ccccc1)c1cccs1 | . | 10 | 2 | 2% | 6 | -1% | 3% | -8% | 2% | -17
8 | NC(=O)C1CCN(C(=O)c2ccc(CS(=O)(=O)c3c(Cl)cccc3Cl)o2)CC1 | -4% | 7 | . | -3% | -2 | 17% | -4% | 1% | 2% | 1
9 | C=CCn1c(O)c(N=NC(=O)c2ccccc2NS(=O)(=O)c2cccs2)c2ccccc21 | -16% | 8 | -1 | -10% | -4 | 5% | -2% | 0% | 0% | -6
10 | O=C(CCN1C(=O)C2CC=C(Cl)CC2C1=O)Nc1ccccc1O (stereo not given) | 4% | 12 | 3 | 3% | 2 | 2% | 1% | 21% | 0% | -16
11 | COc1ccc(S(=O)(=O)N2CCCCC2)cc1NC(=O)CN(C)C1CCCCC1 | 0% | -3 | 18 | 0% | -2 | 1% | -2% | -10% | 0% | 3
12 | Cc1cccn2c(CN(C)CC3Cc4ccccc4O3)c(C(=O)N3CCCCC3)nc12 (stereo not given) | -9% | 9 | 20 | 9% | 4 | -6% | 3% | 0% | 0% | -3
13 | CCc1ccc(/C=C/c2c([N+](=O)[O-])c(=O)n(C)c(=O)n2C)cc1 | ? | 19 | ? | 11% | 3 | 1% | -1% | -71%[inhibitor] | -4% | 2
14 | COc1ccc(S(=O)(=O)N2CCN(Cc3cc4c(cc3Br)OCCO4)CC2)cc1 | . | -5 | . | . | . | . | 0% | 3% | . | 1
15 | CCN1CCCC1CNC(=O)CCc1nc(-c2ccc(C)cc2)no1 (stereo not given) | 5% | -3 | 2 | -9% | 0 | -8% | 1% | 0% | 2% | 17
16 | Cc1ccc(N=Cc2c(O)cc(C)oc2=O)c(C)c1 | 0% | 13 | 11 | ? | 0 | 5% | -2% | 1% | -2% | 0
17 | O=C(NC1CC1)c1ccc(NS(=O)(=O)c2ccc(F)cc2)cc1 | . | 7 | 3 | . | . | 11% | 0% | ? | . | -5
18 | Cc1nc(SCC(=O)c2c(N)n(C3CC3)c(=O)[nH]c2=O)[nH]c(=O)c1CCO | . | 18 | 1 | . | . | -1% | 3% | 0% | . | 26
19 | CC(=O)c1ccc(OCCCC(=O)Nc2cccc(-c3nn[nH]n3)c2)cc1 | 2% | -5 | 4 | ? | 9 | -1% | -3% | 10% | 6% | 4
20 | COc1ccc(NS(=O)(=O)c2ccc(NC(=S)NC(=O)c3ccc(F)cc3)cc2)nn1 | . | -11 | -1 | 9% | 7 | 4% | 2% | -8% | 1% | 5
21 | CN(CC(=O)O/N=C(\N)c1ccc([N+](=O)[O-])cc1)S(=O)(=O)c1ccc2ccccc2c1 | 10% | -10 | -3 | 6% | -3 | . | -8% | -22% | -1% | 15
22 | CCN(CCO)C(=O)c1ccc2nc(Cc3cccc(Cl)c3)oc2c1 | 4% | 1 | 0 | -16% | 1 | -3% | 2% | 8% | 0% | -10
23 | O=C(C(=O)N1CCN(c2cccc(Cl)c2)CC1)c1cn(CC(=O)N2CCOCC2)c2ccccc12 | 2% | 2 | -1 | 5% | . | 7% | -1% | -43% | -6% | -13
24 | CC1CCCC(C)N1C(=O)CN1C(=O)C(C)(C)Oc2ccc(C(=O)NC3CCCCC3)cc21 (stereo not given) | -8% | -8 | ? | 7% | 3 | . | 0% | -21% | 1% | -13
25 | O=c1cc(N2CCc3ccccc32)[nH]c(=O)n1Cc1ccc(F)cc1 | 11% | -18 | 18 | -1% | 2 | 7% | 5% | 0% | 6% | -18
26 | CC1CCc2sc3ncnc(N4CCN(CCO)CC4)c3c2C1 (stereo not given) | -8% | 0 | 0 | -3% | 3 | 12% | 0% | -19% | 2% | -1
27 | NC(=O)c1ccc(=O)n(Cc2ccc(Cl)cc2Cl)c1 | -3% | 3 | -3 | -1% | 3 | 0% | -3% | 0% | 5% | -3
28 | Nc1c(C(=O)CSc2nc3ccccc3o2)c(=O)[nH]c(=O)n1C1CC1 | . | 0 | 4 | . | . | -5% | -3% | 27% | . | -12
29 | COc1ccc(N(C)C(=O)c2ccc(NC(=O)CCS(=O)(=O)c3cccs3)cc2)cc1 | -6% | -7 | 0 | 3% | 4 | -2% | 2% | -27% | 5% | 3
30 | Cc1ccc(Cn2nc(C)c(C(=O)N3CCN(S(=O)(=O)/C=C/c4ccccc4)CC3)c2C)cc1 | . | -9 | 18 | . | . | -7% | 2% | 3% | . | -4
31 | NC(=O)c1ccsc1NC(=O)COC(=O)Cc1cccc2ccccc12 | -10% | -7 | ? | -11% | -4 | . | ? | -37%[inhibitor] | -1% | 2
32 | COc1cccc(C(=O)/C=C/c2ccc(OCC#N)c(OC)c2)c1 | . | 10 | 10 | -10% | 0 | 22% | 13% | -58%[inhibitor] | 0% | 22
33 | Cc1cccc(-n2c(C)nc3sccc3c2=O)c1 | 2% | -2 | 0 | 14% | . | -4% | 0% | -2% | 0% | -7
34 | Cc1cccc(C)c1NC(=S)NCc1ccccc1 | -10% | -7 | 12 | -2% | -2 | 0% | -1% | ? | 0% | 0
35 | CCc1ccc(NC(=O)CC2S/C(=N/N=C3CCCCCC3)NC2=O)cc1 (stereo not given) | 8% | 8 | 2 | -11% | -1 | -2% | -13% | 23% | -7% | 8
36 | Cc1cc(C)n(CC(O)COc2cccc(OCC(O)Cn3nc(C)cc3C)c2)n1 (stereo not given) | -3% | -7 | 2 | -5% | -2 | 2% | 1% | -19% | 17% | -10
37 | Cc1cc(C)n(C(=O)c2c([N+](=O)[O-])cnn2C)n1 | 10% | 5 | -5 | 3% | 3 | 4% | 6% | 18% | -2% | 1
38 | C=CCn1c(SCC(=O)NCCO)nc2sc(C)c(C)c2c1=O | 0% | -10 | 6 | 0% | -2 | -2% | 0% | -11% | -2% | 1
39 | CCCN(C(=O)c1cn(-c2ccccc2)nc1-c1ccc(OC)cc1)C1CCS(=O)(=O)C1 (stereo not given) | . | 12 | -2 | . | . | 10% | 4% | 20% | . | -3
40 | CC(Nc1ccc2c(c1)OCCO2)C(=O)N1c2ccccc2CC1C (stereo not given) | 5% | -20 | 29 | -2% | -20 | -2% | 8% | 10% | 1% | -15
41 | CCOC(=O)N1CCN(c2cc(N(C)CCO)c([N+](=O)[O-])c3nonc23)CC1 | ? | 19 | -2 | 3% | -7 | -2% | -12% | -22% | -1% | 5
42 | CCN(Cc1ccccc1)C(=O)CCS(=O)(=O)c1ccc2c(c1)CCN2C(C)=O | -5% | -2 | 7 | -1% | 2 | 4% | 3% | ? | 6% | -14

High-throughput results deposited in PubChem BioAssay by National Center for Advancing Translational Sciences (NCATS).
